Source: PubChem BioAssay (Southern Research Specialized Biocontainment Screening Center)
influenza NS1A = NS1A inhibition, H1N1 influenza, cell based functional assay (AID 504329). NS1A functional cell-based assay, percent inhibition; higher % means a stronger effect. inhibition, % at 12.5 µM, or IC50 in µM where a hit was titrated. 0.3% of 340,000 active; in the data active = a potency from the dose series; inconclusive = inhibition above about 27% without an active follow-up result; note: strong numbers were not always called active
tuberculosis growth = growth inhibition of non-replicating M. tuberculosis (AID 488890). one-dose inhibition, % at 25 µM; IC50 in µM for titrated hits. Mycobacterium tuberculosis non-replicating, growth inhibition; higher % means a stronger effect. 0.39% of 320,000 active; in the data active = a potency from the dose series; inconclusive = inhibition mostly from about 82% at the one dose, without a potency; inactive = the rest, 99 in 100 with inhibition below about 76%;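 note: plate controls were DMSO cells for no effect and high antibiotic wells for full effect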
Salmonella PhoP GFP = Inhibition of PhoP regulon, Salmonella typhi GFP reporter cells, confirmation, 4 h (AID 1850); Salmonella Typhi PhoP-promoter GFP reporter, fluorescence, 4 h; higher % means a stronger effect; one-dose inhibition, % at 50 µM; IC50 in µM for titrated hits; 0.33% of 310,000 active; in the data active = a potency from the dose series; inconclusive = inhibition mostly from about 25% at the one dose, without a potency; inactive = the rest, 99 in 100 with inhibition below about 19%;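 note: 0% = induced wells with vehicle and 100% = uninduced wells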
VEEV TC-83 Vero = inhibitors of VEEV TC-83 cytopathic effect, confirmation, Vero cells (AID 588727); inhibition, % at 20 µM; hits with a dose series show IC50 in µM; Vero cells, VEEV TC-83 cytopathic effect inhibition; higher % means a stronger effect; 0.13% of 350,000 active; in the data active = a potency from the dose series; inconclusive = inhibition mostly from about 14% at the one dose, without a potency; inactive = the rest, 99 in 100 with inhibition below about 12%; note: strong numbers were not always called active
M. tuberculosis HTS = M. tuberculosis growth inhibition, HTS (AID 449762). M. tuberculosis H37Rv growth inhibition, 7H9 media; higher % means a stronger effect. inhibition, % at 25 µM; hits with a dose series show IC50 in µM. 0.59% of 330,000 active; in the data active = a potency from the dose series; inconclusive = inhibition above about 70% without an active follow-up result;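 note: bacterial growth assessed after seven days of incubation; strong numbers were not always called active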
VEEV TC-83 Vero 10K pilot screen = second read-out of VEEV TC-83 Vero, no call of its own (marks repeat the call); inhibition, %; measured here: 10K pilot screen inhibition
* hit, by the source's call; i = inactive; ? = inconclusive; . = not tested or not shown.

SMILES	influenza NS1A	tuberculosis growth	Salmonella PhoP GFP	VEEV TC-83 Vero	M. tuberculosis HTS	others
O=C(CSc1nnc(-c2ccco2)n1Cc1ccccc1)NCc1ccccc1	7%	18%	-7%	i	-16%
CCCCCCNC(=O)Nc1ccccc1	-22%	62%	12%	0.2%	8%
CC(=O)c1cccc(NC(=S)NC(=O)c2ccc(Cl)cc2)c1	2%	8%	2%	1.2%	9%
Cc1cc(=O)oc2cc(OCC(=O)N3CCCC3)c(Cl)cc12	-7%	2%	.	1.0%	-4%
O=C(CCS(=O)(=O)c1ccccc1)Nc1ccc(Cl)cn1	-10%	-10%	5%	1.1%	1%
CCC1CN(C(=O)N2CCC(C(=O)NCc3ccc(C)o3)CC2)c2ccccc2O1 (stereo not drawn)	-3%	9%	-1%	1.2%	-12%
COc1ccc(/C=C(\C#N)C(=O)NCc2cccnc2)cc1OC	-1%	12%	9%	1.7%	7%
O=C(N/N=C/c1ccc([N+](=O)[O-])o1)c1sc2ccccc2c1Cl	19%	2.9µM*	9%	13%	2.6µM*
O=C(N/N=C/c1c(O)ccc2ccccc12)c1ccc[n+](CCO)c1	3.1µM*	70%	6%	3.0%	4%
O=C1CC(c2ccccc2)CC(O)=C1C=NCc1ccc(Cl)cc1 (stereo not drawn)	0%	9%	-7%	i	10%
O=C(NCCc1c[nH]c2ccccc12)c1ccc(Cl)cc1	18%	68%	-2%	4.5%	2%
CC(C)c1ccc(-n2c(O)c(C=NCCN3CCNCC3)c(=O)[nH]c2=S)cc1	23%	6%	7%	6.1%	-11%
Cc1cccc(NC(=S)NNc2ncc(C(F)(F)F)cc2Cl)c1	-6%	26%	-13%	3.7%	-11%
CCn1cc(Br)c(C(=O)N2CCN(c3ccccc3)CC2)n1	-4%	-8%	-10%	i	0%
COCC(=O)Nc1ccc2nc3n(c(=O)c2c1)CCCCC3	2%	-4%	-10%	i	-1%
CC(C)C(C(=O)N1CCN(Cc2ccccc2)CC1)c1ccccc1 (stereo not drawn)	0%	3%	1%	i	-9%
O=c1c2ccccc2nc(-c2ccccc2)n1-c1ccccc1O	-3%	.	0%	2.2%	-4%
O=C(COc1ncnc2scc(-c3ccc(Cl)cc3)c12)NCc1ccco1	1%	36%	-1%	6.5%	?
Cc1nc2ncnn2c(C)c1CCC(=O)N1CCCCC1	-1%	1%	2%	0.7%	4%
O=c1nccc(NCc2ccco2)[nH]1	-4%	-10%	2%	i	-7%
COc1ccc2c(c1)O[C@@H](c1cccc(C(F)(F)F)c1)[C@H](OC(=O)NCCc1ccc(OC)c(OC)c1)C2=O	.	10%	-5%	.	9%
COc1ccc(-c2nn(-c3ccccc3)cc2/C=N/Nc2ccc(S(N)(=O)=O)cc2[N+](=O)[O-])cc1OC	5%	-15%	6%	?	10%
CC(C)(C)C1CCC(=NNC(=O)C(=O)NC2CCCCC2)CC1 (stereo not drawn)	11%	-10%	9%	0.7%	0%
Cc1ccc(S(=O)(=O)N2CCCCC2)cc1NC(=O)COc1ccccc1	-2%	-2%	.	1.1%	-7%
CCNc1nc(NCC)n2c(SCC(=O)Nc3cccc(Cl)c3)nnc2n1	3%	24%	-12%	1.8%	4%
CCOc1ccc(C(CC(=O)O)NS(=O)(=O)c2ccc(C)cc2)cc1OC (stereo not drawn)	1%	-14%	0%	1.2%	-2%
COc1cccc(-c2nc(N)nc(SC)c2C#N)c1	0%	-8%	5%	i	-7%
Cc1cccc(C(=O)NC(C(=O)Nc2cccc(S(=O)(=O)N3CCCC3)c2)C(C)C)c1 (stereo not drawn)	-15%	7%	.	0.6%	-2%
CN(C)S(=O)(=O)c1cccc(NC(=O)COC(=O)/C=C/c2ccco2)c1	-3%	-11%	-4%	i	8%
COc1ccc(/C=C/C(=O)OCC(=O)Nc2ccc3c(c2)OCO3)cc1	-15%	67%	.	1.4%	61%
COc1cc(C(=O)COC(=O)c2ccco2)cc(OC)c1OC	-5%	14%	.	1.9%	3%
CCOC(=O)c1sc(NC(=O)c2cc(S(=O)(=O)N3CCOCC3)ccc2C)nc1C	5%	12%	-2%	6.7%	3%
O=C(NCCN1CCN(c2ccccc2)CC1)c1cccn2c(=O)c3ccccc3nc12	2%	-9%	-8%	7.9%	-5%	VEEV TC-83 Vero 10K pilot screen=7.3
CC(C)Oc1ccc(S(=O)(=O)N2CCOCC2)cc1NC(=O)c1nn(C)c(=O)c2ccccc12	-5%	.	.	3.9%	.
CCOc1ccc2oc(C(=O)Nc3nccs3)c(C)c2c1	-10%	10%	.	1.5%	-8%
CC1CCc2sc(C(=O)NC3CCCCC3)cc2C1 (stereo not drawn)	-1%	20%	.	2.2%	-9%
COCCCn1c(SCC(=O)N2CCc3ccccc32)nnc1-c1ccoc1C	-2%	3%	-5%	7.4%	-1%
CCCN(C(=O)c1cc(S(=O)(=O)N2CCCCCC2)ccc1OC)C1CCS(=O)(=O)C1 (stereo not drawn)	-1%	-6%	5%	1.2%	-7%
Cc1ccccc1NC(=O)NC1CCS(=O)(=O)C1 (stereo not drawn)	-8%	-7%	7%	0.3%	10%
Cc1ccc(NC(=O)CSCC(=O)N2CCOCC2)cc1	5%	4%	6%	0.9%	-14%
C/C(Cc1ccccc1)=N\NC(=O)CNC(=O)c1ccccc1O	2%	8%	8%	0.1%	1%
Cc1ccc(-c2cnn(-c3cccc(C(F)(F)F)c3)c2N)cc1	0%	5%	3%	i	-6%
Cc1ccc(CNC(=O)c2ccc(N3CCC4(CC3)CC(c3cccc(Br)c3)=NO4)c(NC(=O)c3ccco3)c2)cc1	3%	-7%	-6%	1.1%	-8%
CCCN(CCC)CCNC(=O)C1c2ccccc2C(=O)N(CCOC)C1c1ccc(F)cc1 (stereo not drawn)	-4%	8%	-5%	3.9%	1%
COc1ccc(OCC(O)Cn2c(=N)n(CCN3CCOCC3)c3ccccc32)cc1 (stereo not drawn)	21%	1%	7%	1.0%	-4%

Structural class: the compounds so far containing an aryl methoxy group
SMILES	influenza NS1A	tuberculosis growth	Salmonella PhoP GFP	VEEV TC-83 Vero	M. tuberculosis HTS	others
COc1ccc(/C=C(\C#N)C(=O)NCc2cccnc2)cc1OC	-1%	12%	9%	1.7%	7%
COc1ccc2c(c1)O[C@@H](c1cccc(C(F)(F)F)c1)[C@H](OC(=O)NCCc1ccc(OC)c(OC)c1)C2=O	.	10%	-5%	.	9%
COc1ccc(-c2nn(-c3ccccc3)cc2/C=N/Nc2ccc(S(N)(=O)=O)cc2[N+](=O)[O-])cc1OC	5%	-15%	6%	?	10%
CCOc1ccc(C(CC(=O)O)NS(=O)(=O)c2ccc(C)cc2)cc1OC (stereo not drawn)	1%	-14%	0%	1.2%	-2%
COc1cccc(-c2nc(N)nc(SC)c2C#N)c1	0%	-8%	5%	i	-7%
COc1ccc(/C=C/C(=O)OCC(=O)Nc2ccc3c(c2)OCO3)cc1	-15%	67%	.	1.4%	61%
COc1cc(C(=O)COC(=O)c2ccco2)cc(OC)c1OC	-5%	14%	.	1.9%	3%
CCCN(C(=O)c1cc(S(=O)(=O)N2CCCCCC2)ccc1OC)C1CCS(=O)(=O)C1 (stereo not drawn)	-1%	-6%	5%	1.2%	-7%
COc1ccc(OCC(O)Cn2c(=N)n(CCN3CCOCC3)c3ccccc32)cc1 (stereo not drawn)	21%	1%	7%	1.0%	-4%

(cont.)
SMILES	influenza NS1A	tuberculosis growth	Salmonella PhoP GFP	VEEV TC-83 Vero	M. tuberculosis HTS	others
COc1ccc(NC(=O)CCNS(=O)(=O)c2cccc3nonc23)cc1	-4%	-11%	24%	0.9%	12%
COC(=O)c1sccc1NC(=O)C1C2C=CC(O2)C1C(=O)O (stereo not drawn)	-3%	2%	10%	4.0%	-8%
CC1CCC2(CC1)NC(=O)N(CC(=O)NCc1ccc(F)cc1)C2=O (stereo not drawn)	-5%	-8%	.	i	-11%
C#CCNc1nc(C)nc2c1nnn2Cc1ccccc1F	-1%	-3%	-5%	3.9%	-4%
CCOc1ccc2[nH]cc(S(=O)(=O)c3ccc(Cl)cc3)c(=O)c2c1	6%	8%	-3%	1.7%	-5%
CCCC(NC(=O)CCc1c(C)c2cc3c(-c4ccccc4)coc3cc2oc1=O)C(=O)O (stereo not drawn)	-22%	0%	10%	0.7%	-4%
CS(=O)(=O)N1CCN=C1SCc1ccc(F)cc1	-2%	2%	2%	0.0%	3%
CN1CCN(C(=O)C2CCC(CNS(=O)(=O)c3cccc4cccnc34)CC2)CC1 (stereo not drawn)	7%	.	-5%	i	-6%
Cc1c(NC(=O)CSC(=S)N2CCCC2)c(=O)n(-c2ccccc2)n1C	-2%	-5%	-4%	1.2%	1%
CCC(C)NS(=O)(=O)c1ccc(NC(=O)CNCc2cccs2)cc1 (stereo not drawn)	19%	.	.	0.3%	.
CCOC(=O)c1sc(NC(=O)CN(CC)CC)c(C(=O)OCC)c1C	6%	8%	-4%	4.5%	-5%
Cc1cccn2c(=O)c3cc(C#N)c(=N)n(CCN4CCOCC4)c3nc12	-1%	.	.	2.1%	.
CC[C@@]1(C(=O)OC)N[C@H](CN(C)C(=O)c2ccc(F)cc2)[C@@H]2C(=O)N(Cc3ccccc3)C(=O)[C@@H]21	18%	6%	.	i	0%
CC1CCCCN1C(=O)c1cc2c(=O)n3ccccc3nc2s1 (stereo not drawn)	4%	-2%	13%	2.9%	-4%
CCCN(CCC)S(=O)(=O)c1ccc(Cl)c([N+](=O)[O-])c1	9%	12%	-5%	13%	0%
O=C(N/N=C/c1sc(=O)[nH]c1-[n+]1ccccc1)c1ccccc1[O-]	3%	-8%	-3%	i	-9%
COc1ccc2cc(C(=O)N3CCN(C)CC3)[nH]c2c1	4%	-8%	13%	i	3%
COc1cc(OC)cc(C(=O)NCC(=O)OCC(=O)c2ccc3c(c2)-c2ccccc2C3)c1	-13%	37%	-1%	0.7%	2%
Cc1ccc(C)c(S(=O)(=O)Nc2ccc(S(=O)(=O)Nc3ncccn3)cc2)c1	-8%	41%	.	1.6%	-11%
FC(F)(F)c1cnc(Sc2nnc(-c3cccs3)n2CC2CCCO2)c(Cl)c1 (stereo not drawn)	-7%	20%	2%	i	5%
Cc1cc(Nc2ccccc2)n(-c2ccc(Br)cc2)n1	-5%	67%	-8%	1.1%	6%
COc1cccc(NC(=S)N2CCCC2c2ccc(OC)c(OC)c2)c1 (stereo not drawn)	-6%	2%	-5%	0.8%	2%
COC(=O)c1ccc(CSc2nnc(-c3ccc4c(c3)OCO4)n2-c2ccccc2)o1	7%	30%	0%	1.3%	-4%
CCOC(=O)c1ccc(-n2cc(C(=O)c3cccnc3)nn2)cc1	23%	-4%	-4%	0.3%	-5%
COc1cccc(/C=N/Nc2nn3cnnc3c3ccccc23)c1	-8%	17%	5%	6.5%	-10%
COc1cccc(CC2(CO)CCCN(Cc3ccccc3Cl)C2)c1 (stereo not drawn)	-6%	6%	2%	0.4%	0%
Cc1ccc(S(=O)(=O)N2C(=O)/C(=C3\SC(=S)NC3=O)c3ccccc32)cc1	.	33%	3%	.	7%
Cc1csc2nc(CNS(=O)(=O)c3cccnc3)cn12	0%	3%	-6%	0.2%	-1%
CN(Cc1c(F)cccc1Cl)C(=O)c1ccc(NC(=O)CC2SC(N3CCCC3)=NC2=O)cc1 (stereo not drawn)	-1%	11%	-2%	9.4%	-1%
CCOc1ccc(N2C(=O)CC(N3CCN(c4ccc([N+](=O)[O-])cc4)CC3)C2=O)cc1 (stereo not drawn)	3%	7%	2%	0.6%	6%
Cc1ccc(C)c(-n2ccnc2SCC(N)=O)c1	2%	7%	10%	0.3%	2%
Cc1cc(C(=O)OCC(=O)Nc2c(Cl)cccc2Cl)c(C)o1	1%	-1%	.	0.9%	-2%
CC1(C)CC(=O)C(C=NCC2CCNCC2)=C(O)C1	6%	-16%	17%	2.9%	-8%
O=[N+]([O-])CC(=Nc1ccc(Cl)cc1)N/N=C\c1oc(O)c2ccccc12	10%	13%	16%	7.5%	12%
CCC1Oc2ccc(C)cc2N(CC(=O)N(Cc2ccc(C)o2)C2CC(C)(C)NC(C)(C)C2)C1=O (stereo not drawn)	19%	46%	6%	5.0%	8%
CC(N=C1NS(=O)(=O)c2ccccc21)C(=O)OCC(=O)N(C)C1CCS(=O)(=O)C1 (stereo not drawn)	-12%	-17%	.	1.8%	-10%
COCOc1ccc(C=O)c(OCOC)c1	-10%	4%	0%	0.4%	1%
Cc1cc(C)cc(C(=O)N2CCCCC2)c1	-1%	.	.	0.4%	.
CCN(CC)c1ccccc1	-4%	-3%	.	i	5%
CSc1nnc(COc2ccc(C)cc2)n1N	-9%	-1%	14%	1.1%	-5%
O=C(CCc1ccccc1)NNC(=O)CCc1ccccc1	-14%	-17%	-2%	i	-2%
